Screening results: PubChem, several laboratories
Peg3 prom inh – Peg3 promoter activity inhibition. HeLa PEG-Prom luciferase reporter, luminescence, overnight. inhibition, % at 20 µM. actives 1.7% (n = 360,000);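 active = inhibition of at least 50% at 20 µM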
NR2E3 ag-1 – human photoreceptor-specific nuclear receptor agonism; Q9Y5X4; CHO-S Gal4-NCOR/VP16-NR2E3 two-hybrid, luciferase; inhibition of corepressor binding, % at 3.98 µM; actives 0.35% (n = 360,000); AID 602229;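 active = inhibition above the mean of all tested compounds plus 3 SD, cut at about 70% in these data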;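 also: 0% = DMSO with NR2E3 transfected cells and 100% = cells lacking NR2E3 construct; higher means lower luciferase signal from less NR2E3 corepressor binding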
Target sequence (Q9Y5X4 whole entry, looked up, the tested form may be a part): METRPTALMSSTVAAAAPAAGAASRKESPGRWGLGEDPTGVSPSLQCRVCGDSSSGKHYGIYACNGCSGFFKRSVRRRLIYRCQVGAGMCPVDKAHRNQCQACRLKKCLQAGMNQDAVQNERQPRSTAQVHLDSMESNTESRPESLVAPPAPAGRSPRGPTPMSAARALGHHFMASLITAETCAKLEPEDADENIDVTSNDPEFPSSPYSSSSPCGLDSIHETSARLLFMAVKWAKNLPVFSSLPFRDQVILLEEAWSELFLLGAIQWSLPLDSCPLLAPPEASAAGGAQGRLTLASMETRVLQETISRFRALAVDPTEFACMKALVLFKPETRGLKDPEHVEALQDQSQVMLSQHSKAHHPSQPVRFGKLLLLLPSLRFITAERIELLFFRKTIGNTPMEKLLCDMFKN
HIF-2a block – blocks HIF-2a reporter activity; 786-0 RCC cells HIF-2a reporter, luciferase luminescence, overnight; inhibition, % at 18.8 µM; actives 0.72% (n = 360,000);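 active = inhibition of the luminescence signal of 40% or more relative to plate controls, in a single-dose primary screen at 18.75 µM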
PDI turbidity – PDI (human) enzyme inhibition; P07237; PDI insulin aggregation turbidity, A650, 90 min; inhibition, % at 10 µM; actives 0.052% (n = 350,000);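 active = mean inhibition across replicates of 30% or more, whatever share of single replicates reach that level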;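 also: absorbance from insulin aggregation driven by PDI reduction with DTT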
Target sequence (P07237 whole entry, looked up): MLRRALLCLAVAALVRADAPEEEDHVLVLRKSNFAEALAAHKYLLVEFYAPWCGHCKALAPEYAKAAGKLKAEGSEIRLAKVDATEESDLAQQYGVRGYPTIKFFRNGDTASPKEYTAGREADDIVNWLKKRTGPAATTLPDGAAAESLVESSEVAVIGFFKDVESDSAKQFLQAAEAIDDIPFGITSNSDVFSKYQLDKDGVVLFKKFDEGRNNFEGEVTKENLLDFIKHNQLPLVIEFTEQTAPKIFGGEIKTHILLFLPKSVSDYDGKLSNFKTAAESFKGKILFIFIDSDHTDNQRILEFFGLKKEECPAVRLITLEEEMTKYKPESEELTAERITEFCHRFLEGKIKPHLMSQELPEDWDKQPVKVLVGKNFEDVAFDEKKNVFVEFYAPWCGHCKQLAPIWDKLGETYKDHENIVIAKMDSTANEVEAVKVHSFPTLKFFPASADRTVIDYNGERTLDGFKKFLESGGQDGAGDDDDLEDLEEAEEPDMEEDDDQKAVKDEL
Vif imaging – HIV Vif inhibition | HEK293T cells, Vif self-association by quenched fluorescence, imaging, 24 h | actives 0.35% (n = 340,000) | inhibition, % at 7.49 µM | AID 602346; in the data active = inhibition above about 50%, passing the limit was not always enough; also: some results filed as inactive read as strong as hits
Granule exo inh – lytic granule exocytosis inhibition. TALL-104 LAMP-1 surface exposure, flow cytometry; cells stimulated with thapsigargin and PMA. inhibition, % at 10 µM. actives 0.66% (n = 360,000). AID 651702;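 active = inhibition above about 55%, limit read from the data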
MITF TRPM1 inh – MITF TRPM1 promoter inhibition in SK-MEL-5 cells; SK-MEL-5 TRPM1 promoter luciferase, 24 h; inhibition, % at 12.5 µM; actives 0.83% (n = 330,000);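 active = mean inhibition across replicates of 60% or more, whatever share of single replicates reaches that level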; also: values of inactives mirror those of a sister screen read the other way
CaV13 ICDI inh – Primary screen for inhibitors of IQ motif and Ca2+-dependent inactivation inhibitor domain binding in CACNA1D, Förster resonance energy transfer in living cells, …; HEK cells, CFP/YFP FRET ICDI-IQ, plate reader, 10 min; percent FRET-ratio fall versus neutral wells; inhibition, % at 12.3 µM; actives 0.098% (n = 340,000);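 active = mean replicate inhibition of at least 30% and at least 1% of replicates passing that level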;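 also: 0% = median of the neutral control wells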
aDG glyco act – increases alpha dystroglycan glycosylation. Pro5-aDG cells, alpha-DG glycosylation AlphaScreen (IIH6); 0% Pro5, 100% B10-LARGE cell signal. activation, % at 10 µM. actives 0.22% (n = 360,000);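 active = activation of at least 8% versus controls, or a plate z-score of at least 8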;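 also: Pro5 are CHO cells carrying HIG-tagged alpha-DG that lacks glycosylation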
hiPSC survival – hiPSC single-cell survival enhancement; ATPlite luminescence; 100% = ROCK inhibitor wells, 0% = DMSO; survival enhancement, % at 20 µM; actives 0.044% (n = 360,000); AID 602274; in the data active = survival enhancement above about 18%;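 also: cells exposed to compounds for 16 hours before the ATP read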
NR2E3 ag-2 – NR2E3 (human) agonism; actives 0.12% (n = 320,000); GST-NR2E3/biotin-RetCOR TR-FRET, 1536-well; AID 2300; inhibition of corepressor binding, % at 4.78 µM;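 active = percent inhibition above the cutoff of mean plus 3 SD of all tested compounds, set per screening campaign, cut at about 20% in these data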;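 also: 0% = DMSO wells and 100% = biotin wells as full block of FRET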
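Test system – NR2E3–RetCOR corepressor complex · Quantity – NR2E3 fusion 1.35 nM · Buffer or medium – Tris pH 7.5 · Incubation – Compound–protein incubation for 5 h at 4 °C · Technique – TR-FRET, Eu(K)-anti-GST donor, streptavidin-D2 acceptor, ex 340, em 617/671 nm · Evaluation – percent inhibition of 671/617 nm emission ratio versus biotin and DMSO controls · Plate – 1536-well format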
The depositor's hits bear a star; · = no result given; & = joins results of further samples.

SMILES	Peg3 prom inh	NR2E3 ag-1	HIF-2a block	PDI turbidity	Vif imaging	Granule exo inh	MITF TRPM1 inh	CaV13 ICDI inh	aDG glyco act	hiPSC survival	NR2E3 ag-2
CC(CCc1ccccc1)NC(=O)CN1CCN(Cc2ccccc2)C1=O (configuration not stated)	19	-20	3	5	-3	1	4	-5	0.1	-2.1	2
COc1cc([N+](=O)[O-])ccc1NC(=O)COC(=O)CCOc1ccc(C)cc1	51*	-21	9	-10	-2	2	8	-6	0.2	-0.2	-3
CC(=O)Nc1c(C(N)=O)oc2ccc(Cl)cc12	1	-4	12	0	11	18	15	-19	0.0	-0.6	3
CC(C)(C)c1ccc(N2C(=O)Cc3c2nc(N)c(C#N)c3N)cc1	-139	-53	-198	-3	-17	3	-18	-5	0.0	-1.5	-4
COC(=O)c1cccc(NC(=S)N2CCN(C)CC2)c1	15	-20	14	-37	-5	15	-7	-6	-0.1	0.4	1
COc1ccc(C(=O)NNC(=O)CSc2nnc(-c3cccnc3)o2)cc1	-6	-6	6	8	-5	-2	12	-18	-0.3	-1.5	1
CCOC(=O)c1sc2nc(N3CCOCC3)c3c(c2c1N)CCN(Cc1ccccc1)C3	5	4	17	-8	-8	3	-1	·	-0.1	0.6	4
COc1ccc(CCNC(=O)COC(=O)Cc2cccc(F)c2)cc1	-10	6	25	-8	4	1	-3	-2	-0.2	-0.3	·
CCN(CC)S(=O)(=O)c1cccc(-c2nnc(SCc3nnc(-c4ccccc4)o3)n2C)c1	2	-22	9	-2	2	16	12	-4	-0.3	3.2	0
Cc1cc(Cl)c(OCCCN2CCCCC2)c(Br)c1	-12	5	11	-7	·	-2	3	-3	0.3	0.0	2
O=C(Nc1ccc(OC(F)(F)F)cc1)c1ccc2c(c1)no[n+]2[O-]	-166	-85	-322	-4	-7	-4	-11	0	0.4	-0.6	-1
CC(=O)Oc1cc2c(C(C)=O)coc2c2ccccc12	-162	-3	0	5	·	-4	-25	-3	0.2	1.4	4
COc1ccc(/C=C(/NC(=O)c2cccc([N+](=O)[O-])c2)C(=O)O)cc1	-18	-32	6	12	11	-1	4	-3	-0.4	-0.8	2
Cc1ccc(O)c(C2=NNC(c3ccc(Cl)cc3)C2)c1 (configuration not stated)	-222	-104	-241	1	0	2	-24	-5	-0.2	0.9	1
CC(=O)c1ccc(NC(=O)/C(=C\c2ccccc2)NC(=O)c2ccco2)cc1	6	-41	6	2	-2	-2	1	2	0.1	-0.5	6
CC(C)(O)C(=O)NN(C(=O)c1ccccc1)c1cccc(Br)c1	8	15	16	4	4	3	5	-1	-0.1	5.0	-1
CCCCCCSc1ccc([C@H]2N[C@@](CC(C)C)(C(=O)OC)[C@H]3C(=O)N(C)C(=O)[C@@H]23)cc1OC	-4	13	-59	5	-3	-1	-4	-8	0.5	-1.8	0
c1ccc2c(C(c3nnnn3-c3ccc4c(c3)OCCO4)N3CCOCC3)ccnc2c1 (configuration not stated)	·	-24	9	·	·	-1	·	-7	-0.1	0.5	·
COc1cc(OC)c(NS(=O)(=O)c2c(C)[nH]c(=O)[nH]c2=O)cc1Cl	6	-19	9	13	-9	-8	7	-20	-0.1	0.4	·
O=C(c1cccc(Br)c1)N1CCN(C2=NS(=O)(=O)c3ccccc32)CC1	21	24	18	0	-8	-2	-3	-9	-0.2	1.0	7
CC(C)NC(=O)c1cccc(Cn2cc(Cl)cn2)c1	-6	-13	16	3	-9	-1	2	-4	0.4	0.0	2
CC(=O)N1CCN(c2ccccc2NC(=O)Cc2ccc(Cl)cc2)CC1	14	-3	15	2	-5	-7	-1	-7	0.1	1.7	2
O=C(CN1CCN(Cc2ccccc2)CC1)Nc1ccc(-n2cnnn2)cc1	0	9	14	-9	-3	-4	6	-15	-0.1	-0.4	-3
CCN(CC)CCN1C(=O)C(O)=C(C(=O)c2sc(C)nc2C)C1c1cccnc1 (configuration not stated)	3	-5	21	6	11	4	2	-4	0.0	-0.9	-1
O=C(OCCOc1cccc(Cl)c1)C1CCN(S(=O)(=O)c2ccccc2)CC1	5	3	8	5	·	2	-10	-10	0.1	0.0	-1

2 of the compounds above, bar-delimited.
SMILES | Peg3 prom inh | NR2E3 ag-1 | HIF-2a block | PDI turbidity | Vif imaging | Granule exo inh | MITF TRPM1 inh | CaV13 ICDI inh | aDG glyco act | hiPSC survival | NR2E3 ag-2
CC(C)(O)C(=O)NN(C(=O)c1ccccc1)c1cccc(Br)c1 | 8 | 15 | 16 | 4 | 4 | 3 | 5 | -1 | -0.1 | 5.0 | -1
CCCCCCSc1ccc([C@H]2N[C@@](CC(C)C)(C(=O)OC)[C@H]3C(=O)N(C)C(=O)[C@@H]23)cc1OC | -4 | 13 | -59 | 5 | -3 | -1 | -4 | -8 | 0.5 | -1.8 | 0

Further compounds:
SMILES	Peg3 prom inh	NR2E3 ag-1	HIF-2a block	PDI turbidity	Vif imaging	Granule exo inh	MITF TRPM1 inh	CaV13 ICDI inh	aDG glyco act	hiPSC survival	NR2E3 ag-2
CC(C)(C)NC(=O)NC(=O)CN1C(=O)NC(c2ccccc2)(c2ccccc2)C1=O	1	1	6	-2	-8	-6	10	-3	0.1	-0.1	-1
CC(C)CNC(=S)NNC(=O)c1csc2c1CCCC2	-86	-10	-156	0	·	1	1	-7	0.1	-0.9	4
O=C(NCc1cccnc1)NC1(C(F)(F)F)Oc2ccc(Cl)cc2O1 (configuration not stated)	20	2	11	-4	137*	-2	·	·	0.4	-3.6	2
CC(=O)Nc1ccc2c(CSc3nnc(N)s3)cc(=O)oc2c1	-4	-4	6	2	8	-3	-2	1	-0.2	0.3	1
O=C(c1ccc(C(F)(F)F)cc1)C1CCCN(C(=O)CCn2cncn2)C1 (configuration not stated)	-39	-9	-68	4	1	-7	1	-2	0.0	1.2	-1
CCCCCc1cc(=O)oc2c(C(CCN(CC)CC)c3ccc(N(C)C)cc3)c(OC)cc(OC)c12 (configuration not stated)	100*	-14	4	9	-3	-1	89*	-8	-0.1	-6.1	0
CC(C)C[C@@H]1CN(CCCC[C@H]2CNC(=O)C(=O)N2CCC2CCCCC2)C(=O)C(=O)N1CCc1ccc(O)cc1	·	6	-3	·	·	-9	·	-9	0.2	0.6	·
COc1ccc(S(=O)(=O)N2CCC(C(=O)NCCC(=O)Nc3ccc(Cl)cc3)CC2)cc1	-3	-12	9	13	-3	-5	-4	-7	-0.1	-0.5	1
CC1CC(C)CN(c2nc(N(C)c3ccccc3)nc(N)c2[N+](=O)[O-])C1 (configuration not stated)	8	-5	-13	8	-6	-6	4	-4	0.0	1.3	2
CCOc1ccc(N/C=C/C(=O)c2ccc(C)cc2)c([N+](=O)[O-])c1	-290	-78	-232	-2	·	-8	-81	·	-0.1	-1.9	0
CCN(CC)S(=O)(=O)c1ccc(OC)c(NC(=O)c2cc3c(=O)n4ccccc4nc3s2)c1	20	19	7	4	-6	-1	-8	·	-0.3	-1.8	-3
COC(=O)CSc1nc(C)c2c(n1)CCCC2	-13	12	3	-7	-2	-4	·	-3	-0.1	-0.4	2
CC(=O)OCC(=O)c1c[nH]c2ccccc12	-5	-5	32	·	7	-2	·	·	0.2	-0.7	1
CCCCn1c(N)c(Sc2ccccc2)c(=O)[nH]c1=O	7	-11	14	-3	4	0	-9	-6	-0.2	-0.9	1
N=C(N1CCCc2ccccc21)N1CCCc2ccccc21	3	13	8	2	2	-1	0	-7	1.3	-2.6	·
O=c1c(-c2ccc(Cl)cc2)c[nH]n1-c1ccccc1	-153	-76	-193	8	1	-15	-29	-20	0.0	-0.2	-10
O=C(Nc1ccc(F)cc1)c1nc[nH]c1C(=O)O	7	-14	19	2	12	-2	7	-4	0.0	-0.5	2
CC(C)CCC(C(=O)O)C(C)CC(=O)NNC(=O)c1ccco1 (configuration not stated)	12&0	-11&-23	13&14	2&-1	13&-4	-2&0	11&-3	-4&-8	-0.1&-0.2	0.1&0.2	-3&-2
Brc1nc(Br)n(Cc2ccccc2)n1	-1	-1	7	13	-5	5	10	-7	-0.2	-1.0	1
CCNS(=O)(=O)c1ccc(CCC(=O)NCc2ccc3c(c2)OCO3)cc1	11	-16	9	-1	19	-5	11	-21	0.1	-0.1	-3
CC(C)CC(=O)Nc1cc(C(F)(F)F)ccc1N1CCOCC1	16	2	14	-5	3	-2	-7	-5	-0.2	0.1	4
CN1CCCC1CCNC1C2CC3CC(C2)CC1C3 (configuration not stated)	-85	10	-3	8	4	0	-22	-8	0.3	-4.2	1
CCN1CNC(=S)N(c2cccc(C)c2C)C1	0	-8	14	-7	32	4	-7	-6	-0.3	-0.7	-1
O=C(NC[C@@H]1CCCO1)c1cccc2c1C(=O)c1ccc(Cl)cc1S2(=O)=O	-12	-13	4	22	-3	-14	-7	-11	0.2	3.8	-2
Cc1ccnc(NC(=O)c2ccc(C(=O)c3ccccc3)cc2)c1	-13	-97	18	2	-10	-4	8	-15	0.0	-0.8	1

The listing continues:
SMILES	Peg3 prom inh	NR2E3 ag-1	HIF-2a block	PDI turbidity	Vif imaging	Granule exo inh	MITF TRPM1 inh	CaV13 ICDI inh	aDG glyco act	hiPSC survival	NR2E3 ag-2
CCCOC1CCCN(C(=O)c2cc(COc3ccc(F)c(F)c3)on2)C1 (configuration not stated)	-238	-96	-187	-4	-2	-8	-90	·	-0.2	1.3	-1
O=C(Nc1ccccc1)C1CCCCN1S(=O)(=O)c1ccccc1 (configuration not stated)	8	0	9	-5	0	-2	-12	2	-0.1	-0.5	2
Cc1ccc(S(=O)(=O)NC(=O)COc2ccccc2C)c(C)c1	13	10	5	-10	-5	-4	-4	-5	-0.2	0.0	-1
Cc1ccc(S(=O)(=O)NC(C)CCc2ccccc2)cc1C(N)=O (configuration not stated)	-1	0	9	4	-17	-10	-5	-1	0.9	0.0	4
O=C(CCS(=O)(=O)Cc1ccccc1)NCC1CCCO1 (configuration not stated)	15	7	2	2	-1	1	-1	·	-0.1	0.5	0
CN(C)S(=O)(=O)n1cnc([C@@H]2[C@H]3C(=O)OC[C@@H]3C[C@@]23N=CN(Cc2ccccc2)C3=O)c1	-2	-46	4	3	17	32	2	-10	-0.4	1.9	0
Cc1cc(NC(=O)CSc2nc(C)c(C)c(=O)[nH]2)no1	8	8	7	-6	-3	-2	0	-5	1.4	-0.3	1
CCOC(=O)c1nn(-c2ccc(Br)cc2)cc1C(=O)c1cccc2ccccc12	-237	-56	-226	-6	-8	-2	-80	-9	0.6	-0.8	-1
CCOC(=O)C1(C(=O)OCC)COC(=O)C2(CC)OC21 (configuration not stated)	-7	3	13	-1	-3	0	9	-5	0.2	1.7	·
CCOC(=O)c1ccc(OCC2NCCc3cc(OC)c(OC)cc32)cc1 (configuration not stated)	-16	-37	12	-2	8	0	-2	-2	0.1	-0.6	1
CCOC(=O)c1cc2cc([N+](=O)[O-])ccc2oc1=O	2	20	13	-2	-2	0	4	-4	1.2	-0.4	0
CCN1C(=O)CS/C1=N\S(=O)(=O)c1ccccc1	6	2	4	5	9	2	1	-15	-0.1	0.0	2
CCCCCCc1c(O)c2ccccc2[nH]c1=O	-7	5	-9	0	18	-1	-6	-11	0.1	1.4	1
CCN1C(=O)[C@H]2[C@@H](c3ccc(SC4CCCCC4)c(OC)c3)N[C@@](Cc3ccccc3)(C(=O)OC)[C@H]2C1=O	8	-6	16	4	-11	-3	1	-9	0.2	3.4	4
